# Source: PubChem
# RAD54 inh = inhibitors of human RAD54 branch migration; 360,000 compounds, 0.14% hits; RAD54 Holliday junction branch migration, FAM/BHQ fluorescence; inhibition, % at 10.4 µM; AID 602329;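 active means mean normalized replicate activity at least 40 and at least half of replicates scoring 40 or more; inconclusive means only one of the two criteria met; inactive means mean below 40 and under half of replicates reaching 40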;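 further: 0% = median of neutral control wells and 100% = median of positive control wells; inhibitors cause a drop in the FAM fluorescence signal; in these data hits start at about 50%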
# RAD52 inh = blocks human RAD52 DNA annealing | inhibition, % at 18.7 µM | P43351 | 360,000 compounds, 0.46% hits | AID 651710 | recombinant RAD52 DNA annealing, FRET fluorescence;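 active means every replicate showing at least 50% inhibition; inconclusive means mean inhibition at least 50% but not in every replicate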
# ERAP1 HTS inh = ERAP1 (human) enzyme inhibition | 340,000 compounds, 0.15% hits | recombinant ERAP1, Leu-AMC fluorescence, 60 min | inhibition, % at 10.7 µM | AID 652197 | Q9NZ08;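 active means mean replicate inhibition of at least 30%, or all replicates individually reaching that 30% level; inactive means mean below 30% and not every replicate reaching it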;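 further: 0% = neutral control wells and 100% = L-leucinethiol positive control wells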
# Target sequence (Q9NZ08 whole entry, looked up): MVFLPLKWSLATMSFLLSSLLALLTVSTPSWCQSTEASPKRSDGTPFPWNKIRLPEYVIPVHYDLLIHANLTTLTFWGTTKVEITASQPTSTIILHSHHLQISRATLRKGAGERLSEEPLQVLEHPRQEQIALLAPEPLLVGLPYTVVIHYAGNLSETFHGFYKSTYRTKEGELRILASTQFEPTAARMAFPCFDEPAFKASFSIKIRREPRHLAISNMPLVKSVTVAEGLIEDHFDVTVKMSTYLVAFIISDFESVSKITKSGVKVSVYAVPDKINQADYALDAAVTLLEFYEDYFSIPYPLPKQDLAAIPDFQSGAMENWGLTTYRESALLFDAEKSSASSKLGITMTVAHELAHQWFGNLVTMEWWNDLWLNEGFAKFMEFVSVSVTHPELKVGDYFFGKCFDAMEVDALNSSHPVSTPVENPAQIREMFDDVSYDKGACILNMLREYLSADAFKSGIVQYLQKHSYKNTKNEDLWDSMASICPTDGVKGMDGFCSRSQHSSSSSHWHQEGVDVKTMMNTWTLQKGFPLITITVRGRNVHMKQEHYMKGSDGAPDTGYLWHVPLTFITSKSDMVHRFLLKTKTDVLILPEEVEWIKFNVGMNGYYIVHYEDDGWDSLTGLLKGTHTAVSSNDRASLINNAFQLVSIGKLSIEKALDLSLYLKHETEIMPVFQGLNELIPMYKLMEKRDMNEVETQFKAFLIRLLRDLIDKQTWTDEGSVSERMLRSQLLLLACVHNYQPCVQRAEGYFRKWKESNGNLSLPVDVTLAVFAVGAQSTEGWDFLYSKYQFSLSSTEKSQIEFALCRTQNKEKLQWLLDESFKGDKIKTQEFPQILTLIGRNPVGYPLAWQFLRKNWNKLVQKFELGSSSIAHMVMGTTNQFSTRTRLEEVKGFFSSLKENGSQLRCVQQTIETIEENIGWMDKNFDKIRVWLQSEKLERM
# XiGFP reactiv = activators of X-chromosome reactivation in mouse fibroblasts. XiGFP mouse fibroblasts, % GFP-positive cells imaging, 3 d; cells co-treated with 5-aza-dC sensitizer; scaled so ellipticine positive control = 100%. activation, % at 7.58 µM. 360,000 compounds, 0.055% hits. AID 743238;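 active means mean normalized replicate activation at least 10% and every replicate at or above 10%; inconclusive means only one of the two criteria met; inactive means mean below 10% and not all replicates reach 10%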;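 further: 0% = median of on-plate neutral control wells and 100% = ellipticine 6 µM median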
#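 Assay system – SV40-immortalized XiGFP fibroblast cells, line 68-5-11 · Buffer or medium – DMEM supplemented with 5-aza-dC as sensitizing agent · Dosing – one concentration, pinned · Benchmarks – positive control ellipticine, 6 µM final · Times – 3 days compound exposure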
# S100A4 MyoIIA = S100A4-myosin IIA interaction inhibition; S100A4/TAMRA-MyoIIA peptide fluorescence polarization; inhibition, % at 10.7 µM; 360,000 compounds, 0.14% hits;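 active means mean inhibition of at least 70% across replicates, with every replicate also reaching that level; inconclusive means mean inhibition reaches 70% but some replicates fall short; inactive means mean inhibition below 70%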
# Target sequence (P26447 whole entry, looked up): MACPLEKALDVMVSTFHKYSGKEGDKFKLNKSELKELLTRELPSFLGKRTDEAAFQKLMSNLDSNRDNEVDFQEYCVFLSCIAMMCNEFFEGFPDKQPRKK
#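 Test system: S100A4 monomer protein. Medium: HEPES buffer with Ca2+, pH 7.2. Reagent: fluorescent myosin IIA peptide, 5 nM. Compound dosing: single-point compound testing. Timing: 5 min between mix addition and reading. Benchmarks: DMSO neutral and TFP positive wells.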
# esBAF inh = SWI/SNF esBAF complex inhibition; mouse ES cells, Bmi1-luciferase knock-in reporter, 24 h; 100% = twice the neutral-well signal; reporter increase, % at 12.5 µM; 350,000 compounds, 2% hits; in the data active means activation above about 40%; inconclusive means no clear call, values can overlap the other calls;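 further: 0% = median of the plate's neutral control wells and 100% = double that signal; a rise in the Bmi1 reporter signal indicates esBAF inhibition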
# ERp5 inh = inhibitors of human ERp5. Q15084. 350,000 compounds, 0.05% hits. AID 651711. inhibition, % at 9.99 µM. ERp5 insulin aggregation, absorbance 650 nm, 90 min;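 active means mean replicate inhibition above about 25%, with every replicate also reaching it, limit read from the data, passing the limit was not always enough; inconclusive means only one of those two criteria met; inactive means neither criterion met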
# E-selectin induc = E-selectin induction on HUVECs | 260,000 compounds, 0.37% hits | activation, % at 7.58 µM | HUVEC E-selectin immunofluorescence imaging; normalized: neutral wells 0, TNF-alpha wells 100;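 active means mean E-selectin-positive cell signal at least 10% of the positive control, reached in at least 60% of replicates, without over 20% cell loss; inconclusive means no rule given, readout overlaps actives, possibly toxicity-flagged; inactive means the rest, including those meeting only one limit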;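 further: in these data hits start at about 27%; measured in HUVEC primary endothelial cells; signal is the percent of cells scored E-selectin positive by PE staining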
#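 Read-out basis: % PE-positive cells; Test system: HUVEC primary endothelial cells; Technique: immunofluorescence imaging; Dosing: single-point compound dose.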
# * = called active by the depositor; ? = inconclusive; . = not tested or not shown.
1) CC(C)NC(=O)Nc1ccc2c(c1)C(=O)N([C@H](C)CO)C[C@H](C)[C@@H](CN(C)C(=O)Cc1ccccc1)OCCCC[C@@H](C)O2
2) Cc1nc2ccc(Oc3ccccc3)cc2s1
3) COc1ccc(S(=O)(=O)Nc2ccc3c(c2)C(=O)N([C@@H](C)CO)C[C@@H](C)[C@@H](CN(C)S(=O)(=O)c2ccc(OC)cc2)O3)cc1
4) CCSc1nc2c(cnn2-c2ccc(C)cc2)c(=O)[nH]1
5) Cc1cccc(C)c1-n1nnnc1C(c1ccnc2ccccc12)N(C)Cc1ccc(Cl)c(Cl)c1 (configuration not stated)
6) C#CCOCCOCCOCCNc1nc(N2CCN(C(=O)[C@H](C(C)C)n3cc(CCO)nn3)CC2)nc(N2CCN(C(=O)[C@H]([C@@H](C)CC)n3cc(CCCN=C(N)N)nn3)CC2)n1
7) CCn1c(C)csc1=NC(=O)c1ccccc1O
8) COc1ccccc1C(O)(c1ccccc1)C(CN1CCOCC1)c1ccccc1 (configuration not stated)

assay / compound,1,2,3,4,5,6,7,8
RAD54 inh,2.9,-10.3,-2.1,-2.3,.,12.2,-3.3,-0.7
RAD52 inh,5.9,-3.2,-51.7,-9.9,-6.6,24.0,-6.6,-13.3
ERAP1 HTS inh,2.0,-4.2,-1.0,-3.1,0.3,-11.1,0.4,-2.8
XiGFP reactiv,0.2,-0.2,0.2,0.4,0.0,0.1,.,0.7
S100A4 MyoIIA,3.6,-13.3,-13.3,-4.0,-5.1,-1.5,-3.9,-5.1
esBAF inh,.,11.6,7.6,1.1,.,-4.6,?,-18.1
ERp5 inh,?,4.1,3.9,-6.9,0.7,3.8,-4.7,2.4
E-selectin induc,-0.3,-0.1,-0.3,-0.2,-0.4,.,.,0.4

# Compound profiles, as listed above:
# CCn1c(C)csc1=NC(=O)c1ccccc1O in the list: RAD54 inh: -3.3; RAD52 inh: -6.6; ERAP1 HTS inh: 0.4; XiGFP reactiv: .; S100A4 MyoIIA: -3.9; esBAF inh: ?; ERp5 inh: -4.7; E-selectin induc: .
# Cc1cccc(C)c1-n1nnnc1C(c1ccnc2ccccc12)N(C)Cc1ccc(Cl)c(Cl)c1 (configuration not stated) in the list: RAD54 inh: .; RAD52 inh: -6.6; ERAP1 HTS inh: 0.3; XiGFP reactiv: 0.0; S100A4 MyoIIA: -5.1; esBAF inh: .; ERp5 inh: 0.7; E-selectin induc: -0.4

# Following part:
9) CCOc1ccc(C(=O)NNC2CC(=O)N(CCc3ccccc3)C2=O)cc1OC (configuration not stated)
10) CC1=NN(C(=O)c2ccccc2Cl)C(O)(c2cccnc2)C1 (configuration not stated)
11) C[C@@H](NC(=O)c1nc[nH]c1C(=O)N[C@H](C)c1ccccc1)c1ccccc1
12) Cc1nc(-c2ccccc2)sc1C1(C)CC(c2ccccc2F)=NO1 (configuration not stated)
13) COc1ccc(CNCCCO)cc1OC
14) COc1ccc(C(CNC(=O)c2cc(S(=O)(=O)N3CCN(c4ccccc4)CC3)ccc2Cl)N(C)C)cc1 (configuration not stated)
15) C/C(=N\Nc1ccc(Cl)c(C(=O)O)c1)c1ccc[nH]1
16) CCN(CC(=O)Nc1c(F)cccc1F)C(=O)CSc1ccc(F)cc1

assay / compound,9,10,11,12,13,14,15,16
RAD54 inh,-1.2,-2.5,5.4,-7.1,9.7,6.7,.,-8.0
RAD52 inh,-9.6,-11.3,5.0,-0.4,-1.8,-13.0,-40.1,3.3
ERAP1 HTS inh,2.2,-2.5,-3.4,.,-1.3,2.0,.,2.8
XiGFP reactiv,-0.2,0.1,-0.2,0.0,.,0.5,-0.2,-0.1
S100A4 MyoIIA,2.8,2.6,-1.2,-1.7,0.1,0.7,-1.6,2.5
esBAF inh,.,-6.0,3.4,26.1,-2.3,10.5,12.7,.
ERp5 inh,-3.1,-3.7,-7.0,1.8,0.6,3.3,-4.1,-4.2
E-selectin induc,.,.,0.0,0.7,.,-0.2,-0.1,7.4

17) COc1ccc(NC(=O)c2csc(Cc3ccc(Cl)cc3)n2)cc1
18) CN1c2ccc(C3=CCCCC3)cc2[C@H]2[C@H](CCN2C(=O)C2CCCC2)[C@@H]1CO
19) CC(C)CC(=O)Nc1ccc(C(=O)Cn2c(=O)oc3ccccc32)cc1
20) COc1ccc(NC(=O)Nc2ccc3c(c2)C(=O)N([C@H](C)CO)C[C@@H](C)[C@H](CN(C)S(=O)(=O)c2ccc(OC)cc2)OCCCC[C@H](C)O3)cc1
21) CCC(=O)N1[C@H](CO)[C@@H](c2ccc(-c3cccc(F)c3)cc2)[C@H]1CNC(C)=O
22) Cc1cccc(NS(=O)(=O)c2cccs2)n1
23) Cc1ccc(C)c(C(=O)COC(=O)c2cc([N+](=O)[O-])ccc2NCCO)c1
24) COc1ccc(CNC(=O)CCS(=O)(=O)c2ccc3nc(C)sc3c2)cc1

assay / compound,17,18,19,20,21,22,23,24
RAD54 inh,.,0.6,.,17.3,4.9,-10.1,-17.7,2.5
RAD52 inh,-4.7,-11.6,-19.3,.,.,-14.7,-19.3,-1.4
ERAP1 HTS inh,0.9,-1.0,-1.5,.,.,-1.0,-1.1,-0.1
XiGFP reactiv,0.0,0.0,0.3,0.3,0.1,.,0.0,0.0
S100A4 MyoIIA,2.4,7.5,13.2,.,.,-0.5,9.7,-0.9
esBAF inh,.,2.9,.,0.7,1.6,-3.8,.,3.5
ERp5 inh,4.9,1.0,0.9,.,.,7.7,-1.2,-8.9
E-selectin induc,.,0.5,0.0,0.4,0.0,.,.,.

25) C[C@@H]1CCCCO[C@H](CN(C)CC2CCCCC2)[C@H](C)CN([C@H](C)CO)C(=O)c2cc(NC(=O)CCC(F)(F)F)ccc2O1
26) Oc1ccccc1
27) O=C(C1CCN(S(=O)(=O)c2cnc[nH]2)CC1)N(CCc1ccccc1)Cc1ccccc1
28) COc1ccccc1CN1[C@@H](CO)[C@@H]2c3ccccc3N(C(=O)c3ccc(F)cc3)C[C@@H]21
29) Cc1cccc(S(=O)(=O)N2C[C@H]3[C@@H](c4ccccc42)[C@H](CO)N3C(=O)CC2CC2)c1
30) CSCCC(NC(=O)c1ccco1)C(=O)OCC(=O)N(Cc1ccccc1)C(C)(C)C (configuration not stated)
31) Cc1ccc(C(C)(C)C)cc1S(=O)(=O)N1CC(=O)Nc2ccccc21
32) C[C@H](CO)N1C[C@H](C)[C@H](CN(C)C(=O)Cc2ccccc2)Oc2cc(C#Cc3ccccc3F)ccc2S1(=O)=O

assay / compound,25,26,27,28,29,30,31,32
RAD54 inh,4.4,.,-29.3,-13.5,-40.3,-17.7,-4.4,-4.5
RAD52 inh,.,-15.5,-10.3,-14.0,-6.5,-9.2,-10.2,10.0
ERAP1 HTS inh,.,4.8,2.5,0.8,-0.8,1.7,2.4,-4.8
XiGFP reactiv,-0.1,.,0.3,0.4,0.0,0.0,0.0,-1.5
S100A4 MyoIIA,.,4.5,27.6,4.7,7.0,12.1,-2.3,-16.6
esBAF inh,-0.8,.,.,-2.2,-5.5,-0.2,-1.3,7.0
ERp5 inh,.,-5.9,-1.0,-2.4,4.2,3.2,3.7,-3.2
E-selectin induc,0.1,.,4.5,-0.6,-0.2,.,.,-0.3

33) CC1CCCN(CC(O)COC(c2ccccc2)c2ccccc2)C1 (configuration not stated)
34) COc1ccc(-c2cc(C(=O)N/N=C(\C)c3cccnc3)c3ccccc3n2)c(OC)c1
35) CC(C)c1nnc2c(N(C)S(=O)(=O)c3ccccc3)nc3ccccc3n12
36) COCCCn1c(C)cc(C(=O)CN2c3cccc4cccc(c34)S2(=O)=O)c1C
37) COCC(=O)N1[C@@H]2CNc3ccccc3[C@@H]2[C@@H]1CO
38) COC(=O)[C@@]1(Cc2ccccc2)[C@H]2C(=O)N(Cc3ccccc3)C(=O)[C@H]2[C@H]2CN(C)C(=NCc3ccccc3)N21
39) Cc1cc(OC(C)C(=O)NCCCN2CCCC2=O)c2c(C)c(C)c(=O)oc2c1 (configuration not stated)
40) CC(=O)c1ccc2ccccc2c1OC(=O)c1ccncc1

assay / compound,33,34,35,36,37,38,39,40
RAD54 inh,.,6.6,-1.0,-8.3,11.3,-6.3,1.8,-4.1
RAD52 inh,-112.7,-15.9,-9.1,-28.9,-24.3,0.4,-6.7,-10.1
ERAP1 HTS inh,-1.6,-5.5,0.4,1.3,0.7,1.6,3.4,-1.9
XiGFP reactiv,0.0,5.2,0.1,0.4,-0.1,-0.1,-0.1,0.3
S100A4 MyoIIA,-16.3,-0.5,-0.1,-7.6,-1.6,-5.1,-0.5,-15.5
esBAF inh,.,-7.0,-1.3,18.1,-0.7,-3.6,-4.5,.
ERp5 inh,-2.0,0.3,3.6,1.2,0.9,7.4,-2.2,0.2
E-selectin induc,-4.5,4.0,.,-0.1,0.1,0.3,.,4.2

41) C[C@H]1CN([C@@H](C)CO)S(=O)(=O)c2ccc(C#CC(C)(C)O)cc2O[C@H]1CN(C)CC1CC1
42) C[C@H]1CN([C@@H](C)CO)C(=O)c2cc(/C=C/c3ccccc3)cnc2O[C@@H]1CN(C)C(=O)CN(C)C
43) NC(=O)c1c(NC(=O)C(=O)NCCCN2CCOCC2)sc2c1CCCC2
44) Cc1cc(S(=O)(=O)N(Cc2ccc(C(C)C)cc2)CC2CCCO2)ccc1-n1cnnn1 (configuration not stated)
45) COC(=O)C1CCCCN1C(=O)c1ccc(OC2CCN(C(C)=O)CC2)c(OC)c1 (configuration not stated)
46) COC(=O)c1ccc(COc2ccc(C#N)cc2)o1
47) COc1ccccc1C(=O)NCC(=O)OC(C)C(=O)N1CCOCC1 (configuration not stated)
48) C[C@H](O)C#Cc1ccc2c(c1)O[C@H](CN(C)Cc1ccccn1)[C@@H](C)CN([C@H](C)CO)S2(=O)=O
49) C[C@H](CO)N1C[C@H](C)[C@@H](CN(C)C(=O)Nc2ccc3c(c2)OCO3)Oc2cc(C#Cc3ccccc3)ccc2S1(=O)=O
50) COCC#Cc1ccc([C@@H]2[C@@H](CO)N3C(=O)CN(C(=O)Nc4ccc(F)cc4)C[C@H]23)cc1

assay / compound,41,42,43,44,45,46,47,48,49,50
RAD54 inh,-0.4,1.5,.,11.5,12.3,6.8,.,-6.3,6.3,.
RAD52 inh,13.3,-15.5,-12.9,-10.0,-16.7,-3.0,-6.1,-1.8,13.7,-24.9
ERAP1 HTS inh,-1.1,0.9,1.2,-2.2,-1.6,0.1,23.8,0.0,-0.1,1.9
XiGFP reactiv,-0.8,-0.5,0.0,.,0.2,0.5,0.0,-0.8,-0.1,0.1
S100A4 MyoIIA,-5.0,-8.7,-3.4,9.1,-6.5,-2.0,-2.0,6.2,-3.5,47.4
esBAF inh,-3.2,-1.4,-3.8,0.4,-4.8,2.0,1.9,2.8,-16.8,.
ERp5 inh,1.5,-0.6,-6.3,-3.3,-18.9,-1.3,2.8,0.6,-2.9,2.8
E-selectin induc,-0.2,-0.2,0.6,.,-0.3,-0.3,0.3,-0.2,0.0,-0.1
